Compound activity deposited in PubChem by The Scripps Research Institute Molecular Screening Center.
FBW7 activator: FBW7 E3 ligase activators, primary screen, biochemical, AlphaScreen, human; F-box/WD repeat-containing protein 7 (Homo sapiens), Q969H0; AlphaScreen FBW7–phospho-cyclin E peptide binding, activator screen; normalized activity (activation), % at 26.1 µM; 0.13% of 650,000 active; AID 1259310, 2017; in the data active = normalized activity above about 1.9%;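 also: purified mutant Fbw7 with reduced substrate affinity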
GPR151 activ: activators of human GPR151, primary screen, cell-based, PathHunter beta-arrestin, luminescence. G-protein coupled receptor 151 (Homo sapiens), Q8TDV0. PathHunter beta-arrestin GPR151 cells. activation, % at 11.2 µM. 1% of 650,000 active; in the data active = activation above about 4.9%;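 also: 0% = median of compound wells and 100% = cells with positive control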
Target sequence (Q8TDV0 whole entry, looked up): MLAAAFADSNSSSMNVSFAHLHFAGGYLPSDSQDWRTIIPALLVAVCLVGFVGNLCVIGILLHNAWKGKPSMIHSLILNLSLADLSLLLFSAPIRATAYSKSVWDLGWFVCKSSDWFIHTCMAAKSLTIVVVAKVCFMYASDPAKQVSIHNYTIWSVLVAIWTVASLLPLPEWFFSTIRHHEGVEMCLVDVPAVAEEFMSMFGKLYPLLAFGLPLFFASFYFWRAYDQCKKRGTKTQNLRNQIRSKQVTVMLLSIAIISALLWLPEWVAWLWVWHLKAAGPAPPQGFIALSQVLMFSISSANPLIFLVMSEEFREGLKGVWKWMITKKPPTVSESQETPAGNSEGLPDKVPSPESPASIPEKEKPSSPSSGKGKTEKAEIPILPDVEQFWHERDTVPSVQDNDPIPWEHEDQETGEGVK
TEAD-YAP inh: TEAD-YAP interaction inhibition, primary screen, TEAD-YAP interaction inhibitor project, luminescence, HEK-TIYL cells | 1.4% of 640,000 active | TEAD-Gal4/YAP UAS-luciferase luminescence | inhibition, % at 9.12 µM; in the data active = inhibition above about 32%;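 also: 0% = median of test compound wells and 100% = reference inhibitor wells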
MITF primary: MITF inhibitors, primary screen, biochemical, AlphaScreen, human | AlphaScreen MITF homodimerization, bead proximity signal | inhibition, % at 2.6 µM | 0.91% of 650,000 active; in the data active = inhibition above about 50%;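 also: 0% = vehicle wells with protein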
Target sequence (O75030 whole entry, looked up): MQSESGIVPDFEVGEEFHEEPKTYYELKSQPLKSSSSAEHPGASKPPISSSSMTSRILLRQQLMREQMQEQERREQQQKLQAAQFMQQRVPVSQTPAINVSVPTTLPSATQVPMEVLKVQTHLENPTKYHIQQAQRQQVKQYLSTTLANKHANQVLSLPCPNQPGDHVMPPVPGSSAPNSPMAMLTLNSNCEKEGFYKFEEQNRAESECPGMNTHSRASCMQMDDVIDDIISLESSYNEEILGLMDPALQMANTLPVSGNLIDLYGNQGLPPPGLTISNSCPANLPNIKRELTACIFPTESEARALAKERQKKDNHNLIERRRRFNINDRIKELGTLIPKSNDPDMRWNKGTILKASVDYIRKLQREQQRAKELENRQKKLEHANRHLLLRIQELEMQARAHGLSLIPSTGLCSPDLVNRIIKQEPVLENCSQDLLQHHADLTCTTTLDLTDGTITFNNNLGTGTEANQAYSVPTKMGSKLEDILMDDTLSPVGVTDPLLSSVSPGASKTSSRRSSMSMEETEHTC
Active calls of the source: *.

SMILES	FBW7 activator	GPR151 activ	TEAD-YAP inh	MITF primary
COc1ccc(C(=O)OCc2ccc([N+](=O)[O-])cc2)cc1[N+](=O)[O-]	-0.4	0.3	19	7
CC(C)COc1ccc(C(=O)N2CCCCCC2)cc1	0.0	-0.8	-3	-12
N#Cc1ccc(Cl)cc1NC(=O)c1cnc2sccn2c1=O	0.2	0.1	-2	3
O=C(CSc1nc2ccccc2c(=O)n1CC1CCC(C(=O)NCC2CCCO2)CC1)NCCc1ccccc1 (stereo not given)	0.1	0.7	1	5
c1ccc(-n2cc(CN3CCOCC3)c(-c3ccc4c(c3)OCCO4)n2)cc1	0.1	0.5	-2	62*
COc1ccccc1C1(CNC(=O)Cc2ccc(F)cc2)CCOCC1	-0.1	0.4	8	4
Cc1ccc(N)c(C(NCC(=O)NN)c2ccccc2)c1 (stereo not given)	-0.1	0.2	4	4
S=c1[nH]nc(-c2ccc(Cl)cc2)n1/N=C\c1cccnc1	-0.1	1.9	13	11
CN(CC(=O)c1ccc2c(c1)-c1ccccc1C2)Cc1cccnc1	0.0	-1.7	-12	2
COc1cc(CN2CCc3c([nH]c4ccccc34)C2)cc(OC)c1	-0.1	0.2	7	38
CC1(/[N+]([O-])=C/c2ccccc2C(F)(F)F)CCCCC1=O (stereo not given)	-0.1	0.5	-5	2
CC(C)n1c(=O)[nH]c2c(C(N)=O)nc(-c3ccc(F)cc3)nc21	-0.1	0.0	-4	-12

Next section; the last two above are carried over.
SMILES	FBW7 activator	GPR151 activ	TEAD-YAP inh	MITF primary
CC1(/[N+]([O-])=C/c2ccccc2C(F)(F)F)CCCCC1=O (stereo not given)	-0.1	0.5	-5	2
CC(C)n1c(=O)[nH]c2c(C(N)=O)nc(-c3ccc(F)cc3)nc21	-0.1	0.0	-4	-12
CCOc1ccc(C2=NN3C(C2)c2cccc(OCC)c2OC32CCCCC2)cc1 (stereo not given)	0.0	-1.1	-7	1
Cc1cccc(CN2CCc3c(nc(C)[nH]c3=O)C2)n1	0.0	-0.7	-5	14
Cc1c(C)n2c3c(=O)n(Cc4ccccc4)c(=O)n(C)c3nc2n1C	0.0	-1.7	9	9
O=c1c2ccccc2ncn1CCCCOc1ccc(Cl)cc1	-0.1	-1.0	-12	-2
CCOC(=O)C1=C(COC(=O)[C@H](C)NS(=O)(=O)c2ccccc2F)NC(=O)NC1C (stereo not given in full)	0.1	1.4	1	6
COC(=O)C(=Cc1ccc(OC)c(C(=O)O)c1)C(=O)OC	0.1	0.0	-8	63*
Cc1oc(-c2cccs2)nc1CN1CCN(CCC(C)C)C(CCO)C1 (stereo not given)	0.0	0.0	14	9
O=C(c1cscn1)N1CCC[C@H](Cn2cc(C(=O)N3CCOCC3)nn2)C1	0.0	1.1	-3	2
O=C(Nc1ccc(N2CCOCC2)cc1)c1ccc(CO)cc1	0.0	2.0	-8	5
CCSc1nc2ccc(NC(=O)CSc3nnc(N)s3)cc2s1	0.0	-0.2	-28	-17
COCc1cc(C)c2c(N)c(C(=O)c3ccc(Cl)cc3Cl)sc2n1	0.1	0.9	-4	5
CN1C(=O)[C@H]2CN(C(=O)c3ccc(-c4ccccc4)cc3)CCN2C(=O)[C@@H]1CO	0.1	-0.8	7	16
Cc1nc2ccccc2c(=O)n1-c1cccc(NC(=O)c2ccc(Br)cc2)c1	0.0	0.5	5	4
Cc1cccc(C)c1OCC(=O)NCCc1nc2ccccc2[nH]1	-0.3	-0.9	9	-10
COc1ccc(Cn2c(=O)[nH]c3c(C(N)=O)nc(-c4ccccc4)nc32)cc1	0.2	1.7	0	-12
COc1ccccc1OCC(=O)Nc1ccc(C(=O)O)cc1	0.0	0.1	5	-2
CCCSc1nccc(=O)[nH]1	-0.1	-0.5	-6	2
O=C(O)c1cccc(COCC(F)(F)C(F)F)c1	0.2	-1.5	-5	-9
CC(=O)Nc1ccc(NC(=O)c2cnc(NC3CCN(Cc4ccccc4)CC3)s2)cc1	-0.1	0.0	-5	1
COc1ccc(C(=O)NNC(=O)c2ccc([N+](=O)[O-])cc2)cc1	-0.1	1.1	6	4
O=C(/C=C/c1cccc(F)c1)N1CCC(n2c(C3CCC3)nc3cccnc32)CC1	-0.1	1.2	-9	5
Cc1ccc(CN2CCC(C(=O)NC(C)C)CC2)cc1	0.3	-0.9	8	65*
NC(=O)Nc1ccc(C(=O)OCC(=O)Nc2cccc3nsnc23)cc1	0.0	-1.1	2	15
COc1ccc(NC(=O)CSc2nc(C)cc(C(F)(F)F)c2C#N)cc1	0.0	0.7	4	0

5 entries picked at random from the list so far, as already listed:
SMILES	FBW7 activator	GPR151 activ	TEAD-YAP inh	MITF primary
O=C(O)c1cccc(COCC(F)(F)C(F)F)c1	0.2	-1.5	-5	-9
COc1ccc(NC(=O)CSc2nc(C)cc(C(F)(F)F)c2C#N)cc1	0.0	0.7	4	0
COc1ccc(Cn2c(=O)[nH]c3c(C(N)=O)nc(-c4ccccc4)nc32)cc1	0.2	1.7	0	-12
Cc1ccc(CN2CCC(C(=O)NC(C)C)CC2)cc1	0.3	-0.9	8	65*
Cc1nc2ccccc2c(=O)n1-c1cccc(NC(=O)c2ccc(Br)cc2)c1	0.0	0.5	5	4

More structures.
SMILES	FBW7 activator	GPR151 activ	TEAD-YAP inh	MITF primary
CCOC(=O)C1=CN(c2ccc(C)c(C)c2)C=C(C(=O)OCC)C1c1ccc2c(c1)OCO2	0.1	-0.5	4	1
Cc1nc2cc(C(=O)N3CCC4(CC3)NC(=O)c3ccccc3O4)ccc2n1C	0.1	-0.8	-6	7
O=C(NCC(c1cccnc1)N1CCc2ccccc2C1)c1ccc(F)cc1 (stereo not given)	0.0	-1.1	-4	-13
NC(=O)c1sc2nc(-c3cccnc3)ccc2c1N	-0.2	-0.3	-11	3
CCN(CC)C(=O)CSC1=Nc2ccccc2C2=NC(Cc3ccccc3)C(=O)N12 (stereo not given)	0.2	0.6	-6	6
O=C(Cc1ccc(F)cc1)NCc1ccccc1Cl	-0.1	3.4	-47	-6
CC(=O)Nc1ccc(Nc2cc(-c3ccccc3)nc(N)n2)cc1	-0.1	0.2	-23	10
Cc1ccc(C(=O)N/N=C\C=C\c2ccc3c(c2)OCO3)cn1	0.0	0.1	11	0
Cc1c(Cl)cccc1NC(=O)c1cc(S(=O)(=O)N2CCC(C)CC2)ccc1F	-0.1	0.3	2	2
Cc1ccc(NC(=O)N2CCC(C(=O)NC3CCCC3)CC2)cc1	0.1	0.6	-15	14
c1ccc2c(c1)CN(CCN1CCCC1)C2	0.1	2.3	4	10
CN1CCCN(Cc2cc(F)ccc2F)CC1	0.9	-1.0	12	70*
Cc1nn(C)cc1CNC(=O)Cc1ccc(Cl)cc1	0.2	0.3	-8	13
Cc1ccc(C(=O)Nc2ncc3c(n2)CC(C)(C)CC3=O)cc1	0.1	-0.3	-5	0
CCCCCn1c(SCc2cccc(Cl)c2)nc2cc(C(=O)N3CCc4ccccc4C3)ccc2c1=O	0.0	-0.4	7	-4
O=C1c2ccccc2S(=O)(=O)N1CC1CC(c2ccccc2)=NO1 (stereo not given)	0.1	-0.2	-58	6
CCOC(=O)c1cnc2c(C)cc(C)cc2c1Nc1ccccc1CC	0.1	0.9	7	1
Cc1ccc(N2C(=O)C3C4C=CC(CNC(=O)c5cccs5)(O4)C3C2=O)cc1 (stereo not given)	-0.2	0.1	0	-6
CC(=O)Oc1ccc(N2C(=O)C=CC2=O)cc1[N+](=O)[O-]	-0.1	-0.3	7	27
CN(C)c1ccc(-c2nc3cc(NC(=O)c4cc(I)ccc4Cl)ccc3o2)cc1	0.1	0.8	7	-1
COc1ccc(S(=O)(=O)Nc2ccc([N+](=O)[O-])cc2C)cc1	0.4	-0.9	-3	1
COc1ccc(NC(=O)c2cccc(Nc3nc(-c4ccccc4)c4cc(Br)ccc4n3)c2)cc1	-0.1	-0.3	4	-2
CC(=O)Nc1ccc(S(=O)(=O)NNC(=O)c2cccc([N+](=O)[O-])c2)cc1	0.4	1.5	11	1
CC(NC(=O)CCc1ccccc1)c1ccccc1 (stereo not given)	0.4	-0.2	-7	-9
C=CCn1c(=NC(=O)CN2C(=O)CCC2=O)sc2cc(Br)ccc21	-0.1	1.4	-2	-6
CN(C)C(=O)C1C2NC(=S)NC1(C)Oc1ccccc12 (stereo not given)	0.1	1.9	11	8
CCOc1ccc(NS(=O)(=O)c2c(Cl)cccc2Cl)cc1	0.1	-1.3	9	15
CC(C)OCCCNC(=O)Cc1ccc(F)cc1	0.9	-0.5	9	5
COCCCNC(=O)CN(c1ccc(C23CC4CC(CC(C4)C2)C3)cc1)S(C)(=O)=O	-0.2	-1.5	7	0
CCCNC(=O)CCc1c(C)nc2cc(-c3ccc(OC)cc3OC)nn2c1C	0.2	-0.1	2	10
Cc1ccc2nc(SCC(=O)N3CC(=O)Nc4ccccc43)c(C#N)cc2c1	-0.1	-0.2	49*	17
O=C1NC(=S)NC(=O)C1=Cc1ccc(OC(F)F)cc1	-0.1	-1.7	2	6
COc1cc(/C=C2/SC(=Nc3ccc(C)cc3)NC2=O)ccc1OCc1cccc(C)c1	-0.1	-0.2	-4	-1
CCOc1ccc(C(c2nnnn2C(C)C)N2CCN(c3ccc(OC)cc3)CC2)cc1 (stereo not given)	0.4	-0.9	6	19
CN1CCN(C(=O)C23CC4CC(C)(CC(C)(C4)C2)C3)CC1	-0.2	-1.1	-3	6
CC(C)COC(=O)c1ccc2c(c1)C(=O)N(c1cccc(N)c1)C2=O	-0.1	-5.9	-31	-6
CC1=C(C(=O)Nc2ccc(C)cc2)C(c2ccccc2F)NC(=O)N1 (stereo not given)	0.1	-0.3	-1	1
Cc1nc(SCC(=O)c2ccc3c(c2)OCCO3)c2cc(-c3ccccc3)sc2n1	-0.2	-0.9	-4	-4
Cc1ccc(S(=O)(=O)N(CN2C(=O)c3ccccc3S2(=O)=O)c2nc(N(C)C)nc(N(C)C)n2)cc1	0.1	0.8	6	15
COP(=O)(OC)C1(Nc2ccc(S(N)(=O)=O)cc2)C(=O)Nc2ccccc21 (stereo not given)	-0.2	-0.5	-4	-9
CCSc1nnc(Nc2ccccc2F)s1	0.2	-5.9	-42	11
O=C(Nc1ccccc1Cl)c1scc2c1CCCC2	0.7	-0.6	-53	10
CC12CCC(C(=O)N(NC(=O)CCc3ccccc3)C1=O)C2(C)C (stereo not given)	-0.1	2.7	12	65*
CCCCC(=O)NCCS(=O)(=O)N1CCN(c2ncccn2)CC1	0.0	-1.1	9	-7
CCC(=O)NCC[C@@H]1CCc2ccc3c(c21)CCO3	0.0	-0.7	-8	3
COc1cc(Nc2cc(N3CCN(CCOc4ccc(Cl)cc4)CC3)c3noc4c3c2C(=O)c2ccccc2-4)cc(OC)c1OC	-0.3	-0.3	6	20
Cc1ccc2c(c1)sc(=NC(=O)CN1C(=O)CCC1=O)n2C	-0.1	1.4	-4	2
COC(=O)CSc1nnc(Cc2ccc3c(c2)OCO3)n1C1CCCCC1	0.3	-1.5	8	20
O=C1C=C(c2cccs2)CC(c2ccccc2)C1n1nnc([N+](=O)[O-])n1 (stereo not given)	0.6	0.9	3	27
CCCn1cc(NC(=O)C2CC(c3c(OCOC)ccc4ccccc34)=NO2)cn1 (stereo not given)	0.1	-0.2	7	-21
Cc1ccc(C(=O)N/C(=C\c2cccs2)C(=O)NCCc2cccc(F)c2)cc1C	0.2	-0.4	-1	-4
CCOC(=O)C1CCN(S(=O)(=O)c2ccc(OC)c(C)c2C)CC1	0.0	-0.1	-19	13
O=C(Nc1ccc(Br)cc1F)NC1CC(=O)N(c2cccc(F)c2)C1 (stereo not given)	0.0	0.1	2	-1
CC(=O)c1ccc(N2C(=O)N(CC(=O)c3ccc(C)cc3)c3ccccc3S2(=O)=O)cc1	-0.1	1.2	8	-9
O=C(O)/C=C/c1cn(-c2ccccc2)nc1-c1ccccc1	0.0	-0.6	-10	-7
O=C(CN(Cc1cccs1)C(=O)c1nsc(Cl)c1Cl)NC1CCCC1	0.0	0.0	-12	12
O=C(COc1ccc([N+](=O)[O-])cc1)Oc1ccc(C(=O)c2ccccc2)cc1	0.7	1.5	2	5
Cc1[nH]c2ccccc2c1C(C[N+](=O)[O-])c1cccc(O)c1 (stereo not given)	-0.3	0.5	-1	-3
O=C(Nc1ccc(N2CCCCC2)cc1)c1ccc([N+](=O)[O-])cc1	-0.1	-0.2	-19	13
CC(C)c1ccc(N(C)S(=O)(=O)c2ccc3[nH]cc(C(=O)N4CCN(c5ccccc5)CC4)c(=O)c3c2)cc1	-0.1	0.6	-6	-8
CC(=O)NC1=NN(C(C)=O)C(c2ccccc2[N+](=O)[O-])S1 (stereo not given)	0.1	-1.4	-4	16
O=C(Nc1ccc(-c2cn[nH]c2)cc1)[C@H]1Cc2cc(F)ccc2CN1	0.9	1.1	14	9
